Tn6 DDE FP: inhibitors of Tn6 peptide binding to fibrin DD(E), primary screen, biochemical, fluorescence polarization, human fibrin, Tn6 probe. Fibrin DD(E) TRITC-Tn6 fluorescence polarization displacement. inhibition, % at 8.3 µM. actives 0.21% (n = 370,000);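 active = inhibition above a per-campaign cutoff: mean of compounds within control limits plus 3 SD, cut at about 15% in these data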;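 also: 0% = median of all compound wells on the plate and 100% = blocking peptide control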
Target sequence (P02675 whole entry, looked up): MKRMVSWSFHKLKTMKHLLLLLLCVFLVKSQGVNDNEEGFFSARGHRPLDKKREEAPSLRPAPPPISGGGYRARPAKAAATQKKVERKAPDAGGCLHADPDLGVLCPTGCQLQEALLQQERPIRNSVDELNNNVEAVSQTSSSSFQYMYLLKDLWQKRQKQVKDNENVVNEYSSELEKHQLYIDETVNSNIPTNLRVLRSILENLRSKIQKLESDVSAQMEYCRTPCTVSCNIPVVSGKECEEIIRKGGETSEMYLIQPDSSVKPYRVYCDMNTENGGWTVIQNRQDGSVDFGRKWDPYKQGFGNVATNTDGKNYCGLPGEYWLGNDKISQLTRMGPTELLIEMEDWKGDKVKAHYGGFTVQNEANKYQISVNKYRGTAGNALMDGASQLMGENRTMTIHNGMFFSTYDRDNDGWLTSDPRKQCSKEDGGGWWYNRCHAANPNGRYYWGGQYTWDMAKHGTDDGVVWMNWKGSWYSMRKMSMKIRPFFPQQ
ASAP1 inh: inhibitors of human ASAP1 ArfGAP activity, primary screen, biochemical, fluorescence polarization; actives 0.19% (n = 360,000); ASAP1-stimulated ARF1 GTP hydrolysis, GDP FP detection; AID 624377, 2012; Arf-GAP with SH3 domain, ANK repeat and PH domain-containing protein 1 (Homo sapiens), …; inhibition, % at 16.5 µM; in the data active = inhibition above about 25%;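 also: 0% = vehicle with enzyme and substrate and 100% = no enzyme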
GAA850 FXN act: FXN promoter activators, primary screen, cell-based, luciferase luminescence, HEK293 lucGAA850 | actives 0.56% (n = 360,000) | activation, % at 6 µM | HEK293 lucGAA850 FXN promoter luciferase reporter, 24 h; percent of 10 µM SAHA response;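 active = activation above the average of all compounds screened plus 3 SD, cutoff fixed separately per campaign, cut at about 7.5% in these data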;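 also: 0% = DMSO wells and 100% = 10 µM SAHA wells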
GC-A act: GC-A stimulated cGMP production enhancers – HEK293 GC-A cells, cGMP TR-FRET, EC30 ANP, primary screen | actives 0.14% (n = 370,000) | activation, % at 10 µM | Atrial natriuretic peptide receptor 1 (Homo sapiens), P16066 | 0% at EC30 ANP, 100% saturating ANP; in the data active = activation above about 40%
NPR2 activator: human GC-B receptor activators, primary screen, HEK293 GC-B cells, cGMP TR-FRET, EC30 CNP | activation, % at 10 µM | Atrial natriuretic peptide receptor 2 (Homo sapiens), P20594 | 0% at EC30 CNP, 100% saturating CNP | AID 1920062, 2024 | actives 0.11% (n = 370,000);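 active = activation at 10 µM reaching about 35% in either raw or pattern-adjusted values, limit read from the data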
ARFGAP1 inh: inhibitors of rat ARFGAP1 GAP activity, primary screen, biochemical, fluorescence polarization, GDP tracer; ADP-ribosylation factor GTPase-activating protein 1 (Rattus norvegicus), Q62848; Arfgap1-stimulated ARF1 GTP hydrolysis, GDP FP detection; inhibition, % at 16.5 µM; actives 0.26% (n = 360,000); AID 651572, 2012;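 active = inhibition above a per-plate limit, mean inhibition of low control wells plus 3 SD, cut at about 25% in these data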;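 also: 0% = DMSO wells with enzyme and 100% = wells lacking Arfgap1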
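material = rat Arfgap1 catalytic domain, aa 1-136 | also added = human ARF1(Δ1-17)-GTP substrate | compound dosing = one concentration, 16.5 µM, DMSO 1.26% | times = GTP hydrolysis reaction 2 h at 25 °C | measured by = FP, GDP Alexa 633 tracer displaced from anti-GDP antibody, 620/688 nm | evaluation = percent inhibition of Arfgap1-stimulated GTP hydrolysis | replication = single well per compound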
ADAM10 inh: human ADAM10 inhibitors, primary screen, biochemical, QFRET, HTS. recombinant ADAM10, EDANS/DABCYL FRET peptide cleavage, 3 h. inhibition, % at 7 µM. actives 0.62% (n = 370,000). AID 720582, 2013;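 active = inhibition above a per-campaign cutoff equal to the mean of compounds falling between control-based bounds plus 3 SD, cut at about 20% in these data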;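 also: 0% = DMSO wells while the 100% control is not disclosed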
sPLA2-III inh: human group III sPLA2 inhibitors, primary screen, biochemical, QFRET, BODIPY PC-A2 liposome substrate; QFRET BODIPY PC-A2 liposome hydrolysis, fluorescence; inhibition, % at 12.2 µM; AID 743126, 2013; actives 0.56% (n = 370,000);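 active = inhibition above mean plus 3 SD of compounds lying within the high and low control bounds, cut at about 19% in these data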;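 also: 0% = median of test compound wells and 100% = no enzyme DMSO wells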
Target sequence (Q9NZ20 whole entry, looked up): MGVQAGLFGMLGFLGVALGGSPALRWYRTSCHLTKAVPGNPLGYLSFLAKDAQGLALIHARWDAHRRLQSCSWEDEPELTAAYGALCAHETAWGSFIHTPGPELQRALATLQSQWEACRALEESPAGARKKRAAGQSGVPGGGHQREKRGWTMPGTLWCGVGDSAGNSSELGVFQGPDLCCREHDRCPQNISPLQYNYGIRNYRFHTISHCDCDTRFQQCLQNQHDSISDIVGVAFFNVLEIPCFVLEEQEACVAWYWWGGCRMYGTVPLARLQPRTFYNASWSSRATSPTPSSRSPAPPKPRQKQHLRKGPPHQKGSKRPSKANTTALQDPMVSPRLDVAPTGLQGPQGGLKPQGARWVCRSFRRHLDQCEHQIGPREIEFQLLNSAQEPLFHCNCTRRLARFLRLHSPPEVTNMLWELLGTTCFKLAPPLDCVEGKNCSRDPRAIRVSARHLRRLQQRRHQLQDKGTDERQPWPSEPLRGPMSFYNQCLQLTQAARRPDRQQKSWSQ
proKLK7 act: proKLK7 zymogen activators, primary screen, biochemical, fluorescence intensity | purified proKLK7, EDANS-DABCYL substrate fluorescence; 100% is mature enzyme control, 0% vehicle | Kallikrein-7 (Homo sapiens), P49862 | AID 652039, 2013 | activation, % at 7 µM | actives 0.9% (n = 370,000);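 active = activation above the mean of all tested compounds plus 3 SD, computed per campaign excluding outliers beyond control limits, cut at about 13% in these data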
rCAG binder: binders of r(CAG) RNA repeats, primary screen, biochemical, fluorescence | r(CAG) RNA repeat, TO-PRO-1 dye displacement fluorescence | inhibition, % at 3 µM | actives 1.3% (n = 370,000) | AID 651821, 2012;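 active = inhibition above the plate cutoff, the mean of all test compounds on that plate plus 3 SD, cut at about 35% in these data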;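 also: 0% = DMSO alone and 100% = 100 µM mitoxantrone as full dye displacement; higher means more dye released from RNA so lower well fluorescence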
An asterisk follows results filed as active; i = inactive; · = no result given.

No.	canonical_smiles	ADAM10 inh	GAA850 FXN act	ARFGAP1 inh	Tn6 DDE FP	NPR2 activator	GC-A act	rCAG binder	ASAP1 inh	sPLA2-III inh	proKLK7 act
1	CC(C)NC(=O)N(C)C[C@H]1OCCCC[C@H](C)Oc2ccc(NC(=O)NC3CCCCC3)cc2C(=O)N([C@H](C)CO)C[C@@H]1C	-16	-1.9	2	5	2	1	1	-7	0	0.3
2	COc1ccc(CN2CCN(C(=O)C3CCN(C(=O)Nc4ccccc4)CC3)CC2)cc1OC	4	0.5	2	6	5	0	1	-3	-3	0.6
3	CC(C)(C)SCCNC(=O)CSCc1ccc([N+](=O)[O-])cc1	13	3.1	15	0	1	-2	-2	-15	10	-0.7
4	O=C(O)C1CCC(=O)N1Cc1ccccc1Cl (stereo not given)	7	-2.0	-15	2	-4	2	0	4	4	0.5
5	CCOC(=O)C1=C(C)N(CCCC(=O)O)C(=O)NC1c1ccccc1 (stereo not given)	1	1.7	-2	-6	1	3	2	4	-4	-0.6
6	CCOC(=O)c1cc2c(=O)n3ccccc3nc2n(Cc2ccccc2)c1=N	i	1.7	6	4	-12	-2	10	4	4	12
7	O=C(Cc1ccccc1)N/N=C/c1ccc(-c2ccc([N+](=O)[O-])cc2)o1	-1	1.0	4	7	-4	13	5	12	4	-1.0
8	COC(=O)c1ccc(Oc2nc(N3CCCCC3)nc(N3CCOCC3)n2)cc1	2	1.6	-2	2	-9	1	-7	-9	-2	0.4

No.	canonical_smiles	ADAM10 inh	GAA850 FXN act	ARFGAP1 inh	Tn6 DDE FP	NPR2 activator	GC-A act	rCAG binder	ASAP1 inh	sPLA2-III inh	proKLK7 act
9	CCCCNc1cc(C)oc(=O)c1C(C)=O	4	-2.2	-3	0	5	-2	0	6	5	0.2
10	O=C(Nc1nncs1)C12CC3CC(CC(C3)C1)C2	15	0.2	-13	-4	0	-3	-4	-8	3	0.5
11	CCN(C(=O)COC(=O)CSc1ccc(C(N)=O)cc1[N+](=O)[O-])C1CCCCC1	-6	-3.3	-5	-6	-4	-3	-1	8	-11	0.0
12	O=C(NCCN1CCC(Cc2ccccc2)CC1)C1CCCN(S(=O)(=O)c2cccs2)C1 (stereo not given)	-3	·	·	6	-1	-4	1	·	-19	0.3
13	CN(Cc1cccc(Cl)c1Cl)CC(O)COc1ccccc1 (stereo not given)	3	0.7	-8	-6	2	0	-9	-5	-9	0.4
14	COc1ccc(CNC(=O)C2CC(c3ccc(OC)cc3)=NO2)cc1 (stereo not given)	-11	-2.4	-8	9	-10	-5	-2	-2	4	0.3
15	COc1cc2nc(CN(C)Cc3ccc(SC)cc3)[nH]c(=O)c2cc1OC	-1	-0.2	15	-1	-9	0	1	1	-1	0.7
16	O=C(COC(=O)/C=C/c1ccc(Cl)cc1)NCCc1ccccc1	2	0.8	5	8	-2	-2	-5	0	-8	0.2

No.	canonical_smiles	ADAM10 inh	GAA850 FXN act	ARFGAP1 inh	Tn6 DDE FP	NPR2 activator	GC-A act	rCAG binder	ASAP1 inh	sPLA2-III inh	proKLK7 act
17	O=C(CN1CCN(c2ccccn2)CC1)Nc1ccccc1F	2	1.6	0	2	4	3	0	4	-3	-0.4
18	CC[n+]1c(C)sc2cc(C)ccc21	-3	-0.1	-4	-3	4	6	3	-5	0	0.3
19	Cc1[nH]c(=O)c(C(=O)/C=C/c2ccccc2)c2c1CCCC2	-8	-11	10	-1	4	12	-6	1	0	0.0
20	COc1cc(/C=N/N2C(=O)C3C4c5ccccc5C(c5ccccc54)C3C2=O)ccc1O (stereo not given)	-3	1.4	11	4	4	-4	2	4	-12	-0.3
21	Cc1ccc(OCc2ccc(C(=O)NN)o2)c([N+](=O)[O-])c1	11	2.6	7	-4	-5	1	6	-13	-9	-0.5
22	Cc1ccc(S(=O)(=O)N2CCOCC2)cc1NC(=O)COC(=O)c1ccc2c(c1)OCCO2	2	1.8	3	-2	-6	-7	1	7	2	0.4
23	c1ccc2nc(N3CCCC3)c(N3CCCCC3)nc2c1	-58	2.2	-7	-9	4	0	3	7	1	1.5
24	O=C(CNC(=O)c1cccc(Br)c1)N/N=C/c1ccc[nH]1	5	0.6	-11	0	-1	0	-1	-1	5	-0.3

No.	canonical_smiles	ADAM10 inh	GAA850 FXN act	ARFGAP1 inh	Tn6 DDE FP	NPR2 activator	GC-A act	rCAG binder	ASAP1 inh	sPLA2-III inh	proKLK7 act
25	CCC1=Nc2cc(C(=O)NCc3ccco3)ccc2Sc2ccc(Cl)cc21	-2	-0.4	-3	-3	-1	-5	12	-7	-2	0.9
26	N=c1c(C(=O)NC2CCCCC2)cc2c(=O)n3ccccc3nc2n1CC1CCCO1 (stereo not given)	i	1.0	1	-3	3	13	6	2	7	53*
27	O=C(CN1C(=O)CSC1=O)NC1CCCCC1	-8	1.7	19	0	2	0	0	9	-5	0.2
28	O=C(CCNC(=O)c1ccc(Br)o1)NC1CCCC1	-3	-0.6	-1	0	6	-4	-1	-2	0	0.6
29	CC(C)=CCc1c(O)cc(O)c2c1OC(c1ccc(O)cc1)CC2=O (stereo not given)	15	3.2	-2	7	2	8	3	13	-37	0.2
30	O=S(=O)(c1ccc(OC(F)(F)F)cc1)N1CCCC(N2CCOCC2)C1 (stereo not given)	2	1.9	-4	1	-4	4	-3	7	-5	-0.2
31	COc1ccccc1C(=O)CC(=O)c1ccccc1	15	6.6	0	3	-6	-2	-1	-12	-10	-0.5
32	CCCN(CCC)S(=O)(=O)c1ccc(C(=O)N2CCN(C)CC2)cc1	11	2.6	13	0	5	2	-5	-6	-1	0.2

No.	canonical_smiles	ADAM10 inh	GAA850 FXN act	ARFGAP1 inh	Tn6 DDE FP	NPR2 activator	GC-A act	rCAG binder	ASAP1 inh	sPLA2-III inh	proKLK7 act
33	COC(=O)c1cc2c(c3c4cc(OC)ccc4n(S(=O)(=O)c4ccc(OC)cc4)c13)C(=O)N(Cc1ccc(C(F)(F)F)cc1)C2	-9	·	3	-6	6	2	13	-10	-1	1.4
34	O=C(CNC(=O)c1ccco1)Nc1ccncc1	-5	2.5	0	1	4	2	0	-2	6	-0.3
35	CC(C)(C)c1[nH]c2ccccc2c1/C=N/O	11	0.6	2	2	-5	3	3	-1	-3	0.0
36	Cc1cccc(C)c1NC(=O)CN(C1CCCCC1)S(C)(=O)=O	-2	0.2	-11	0	3	3	-3	-13	4	0.3
37	O=C(O)C1CC(c2ccccc2F)=NO1 (stereo not given)	-1	-0.4	11	-6	2	3	-1	5	0	-0.1
38	Cc1cc(NC(=O)c2cnn3c(C(F)(F)F)cc(-c4ccccc4)nc23)no1	-12	1.6	-4	0	-3	6	1	6	4	0.6
39	Cc1nn(C(=O)CCC(=O)NCc2cccc(F)c2)c2ccccc12	0	-0.2	-3	6	-3	0	4	-11	2	0.1
40	Cc1ccc(C(C)C)cc1OCC(=O)NC1CCCCCCC1	-2	-0.4	8	4	-3	-4	-6	4	4	-0.3

No.	canonical_smiles	ADAM10 inh	GAA850 FXN act	ARFGAP1 inh	Tn6 DDE FP	NPR2 activator	GC-A act	rCAG binder	ASAP1 inh	sPLA2-III inh	proKLK7 act
41	COc1ccc(C(O)P(=O)(OC2CCCCC2)c2ccc(N(C)C)cc2)cc1OC (stereo not given)	-1	2.2	5	-12	6	2	-9	12	0	0.7
42	O=C1NC2(CCCCC2)Oc2ccccc21	0	0.7	2	0	2	-4	0	-8	1	-0.2
43	Fc1ccc(CNCc2ccccc2Cl)cc1	-2	0.2	0	-6	-2	-2	-5	4	3	-0.2
44	CCCS(=O)(=O)NC(=O)C1(C)CCN(C(=O)c2ccc(C#N)cc2)C1 (stereo not given)	-9	0.3	3	-7	-1	1	0	1	17	-0.5
45	O=C(CCN1C(=O)c2ccccc2C1=O)Nc1sc2c(c1C(=O)NCc1ccco1)CCCC2	9	-2.0	11	-3	11	6	5	-14	-10	0.1
46	CNC(=O)C[C@H]1C(=O)N(c2ccc(OC)cc2)C[C@@H]1CSC	-9	-0.4	-1	8	3	3	0	-9	7	0.0
47	Cc1nnc(SCC(=O)N(CC(C)C)c2c(N)n(Cc3ccccc3)c(=O)[nH]c2=O)n1N	-15	-1.1	-10	-9	5	1	-1	-2	5	-0.8
48	CCOc1ccc(-c2noc(=O)[nH]2)cc1	-6	-0.8	-2	9	7	1	3	-9	3	0.2

Ordered by molar mass (high to low): part of the list above.
No.	canonical_smiles	ADAM10 inh	GAA850 FXN act	ARFGAP1 inh	Tn6 DDE FP	NPR2 activator	GC-A act	rCAG binder	ASAP1 inh	sPLA2-III inh	proKLK7 act
45	O=C(CCN1C(=O)c2ccccc2C1=O)Nc1sc2c(c1C(=O)NCc1ccco1)CCCC2	9	-2.0	11	-3	11	6	5	-14	-10	0.1
47	Cc1nnc(SCC(=O)N(CC(C)C)c2c(N)n(Cc3ccccc3)c(=O)[nH]c2=O)n1N	-15	-1.1	-10	-9	5	1	-1	-2	5	-0.8
48	CCOc1ccc(-c2noc(=O)[nH]2)cc1	-6	-0.8	-2	9	7	1	3	-9	3	0.2

(listing goes on)
No.	canonical_smiles	ADAM10 inh	GAA850 FXN act	ARFGAP1 inh	Tn6 DDE FP	NPR2 activator	GC-A act	rCAG binder	ASAP1 inh	sPLA2-III inh	proKLK7 act
49	COc1ccc(C(=O)N/C(=C\c2ccccc2)C(=O)Nc2cccc(C(=O)O)c2)cc1	6	0.9	5	2	2	1	4	5	-3	-0.1
50	NS(=O)(=O)c1ccc(O)c(NC(=O)c2ccc([N+](=O)[O-])o2)c1	-9	1.1	6	6	-11	-2	0	-4	19	-0.3
51	COc1ccccc1N1CCN(C(=O)c2c(-c3c(Cl)cccc3Cl)noc2C)CC1	7	0.1	-7	-1	6	-2	-8	18	-9	0.2
52	O=C(N/C=C/c1ccccc1)Nc1ccc(Cl)cc1	4	-0.5	2	-3	1	5	8	-1	0	-0.6
53	C[C@@H]1COc2cccc(NCCO)c2S(=O)(=O)N1	-15	·	2	5	-1	4	0	1	9	1.0
54	COc1cccc(-c2sc3ccc(OC)cc3c2-c2ccc(OCCN(C)C)cc2)c1	1	1.3	20	-4	-12	-2	-1	19	-15	-2.2
